HEK293 NOD2/NF-kB = NOD2 signaling inhibitors, cell-based, luminescence, uHTS, HEK293 (AID 1566). HEK293 NOD2/NF-kB luciferase reporter, luminescence; higher % means a stronger effect. one-dose inhibition, % at 4 µM; EC50 in µM for titrated hits. hit rate 0.63% among 290,000; also: many of its hits are not listed in these tables
GPR55 activation = selective activators of receptor GPR55 – imaging, U2OS cells, beta-arrestin-GFP redistribution, primary screen (AID 1961); activation, % at 10 µM, or EC50 in µM where a hit was titrated; hit rate 0.048% among 290,000; U2OS GPR55 beta-arrestin-GFP redistribution imaging; higher % means a stronger effect;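 active = activation above 40% with more than 50 cells counted in the well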;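 also: U2OS osteosarcoma cells stably expressing GPR55 and beta-arrestin-GFP; plate controls were DMSO negative control for no effect and LPI positive control for full effect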
CSM14.1 death rescue = protection against thapsigargin-triggered cell killing – 384-well, CSM14.1, ATP luminescence, primary screen (AID 1222). CSM14.1 thapsigargin-induced death rescue, ATP luminescence; higher % means a stronger effect. cellular ATP content (survival), % at 20 µM; hits with a dose series show EC50 in µM. 190,000 tested, under 10 active;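 active = EC50 below 50 µM in the dose-response confirmation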;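 also: death triggered by thapsigargin at about 15 µM added after 2 h compound pretreatment; cell ATP read after overnight thapsigargin exposure of roughly 18 to 22 hours; normalized against plate controls of thapsigargin alone and 5% DMSO vehicle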
KOR beta-arrestin-1 = KOR antagonists, beta-arrestin recruitment, cell-based, luminescence, uHTS (AID 1778); KOR beta-arrestin recruitment, luminescence, antagonist mode; higher % means a stronger effect; one-dose inhibition, % at 10 µM; IC50 in µM for titrated hits; hit rate 0.091% among 290,000; also: strong numbers were not always called active
Yfh1-off respiration = mitochondrial function rescue without frataxin homolog – Friedreich's ataxia, plus single-dose screen, dose response (AID 1465) | S. cerevisiae Yfh1-off respiration, WST-1 reduction, 72 h; higher fold induction means a stronger effect | fold induction at 50 µM, or EC50 in µM where a hit was titrated | hit rate 0.074% among 220,000;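 active = fold induction of absorbance versus untreated yeast above a set limit, then at least 30% activation at any dose in follow-up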;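 also: activators that raise dye reduction in frataxin-depleted yeast; strong numbers were not always called active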
NOD1 NF-kB reporter = inhibition of NOD1-driven NF-kB reporter – cell-based, luminescence, uHTS, primary screen (AID 1578); NOD1-driven NF-kB luciferase reporter cells, luminescence; higher % means a stronger effect; inhibition, % at 4 µM; hits with a dose series show EC50 in µM; hit rate 1% among 290,000; in the data active = inhibition mostly above about 36%, no sharp cut-off; inactive = mostly below about 34%;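 also: HEK-293T reporter cells stimulated with the NOD1 agonist gamma-tri-DAP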
NTR1 agonist = agonists of NTR1, primary screen, imaging, U2OS cells, beta-arrestin-GFP, high content (AID 493036); P30989; NTR1-U2OS beta-arrestin-GFP spot imaging, agonist mode; activation, % at 20 µM; hit rate 0.17% among 330,000;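 active = activation at or above 40% of the spot to cytoplasm intensity ratio, with at least 20 cells analyzed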;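 also: 0% = DMSO without peptide and 100% = 100 nM NTR1 peptide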
Target sequence (P30989 whole entry, looked up): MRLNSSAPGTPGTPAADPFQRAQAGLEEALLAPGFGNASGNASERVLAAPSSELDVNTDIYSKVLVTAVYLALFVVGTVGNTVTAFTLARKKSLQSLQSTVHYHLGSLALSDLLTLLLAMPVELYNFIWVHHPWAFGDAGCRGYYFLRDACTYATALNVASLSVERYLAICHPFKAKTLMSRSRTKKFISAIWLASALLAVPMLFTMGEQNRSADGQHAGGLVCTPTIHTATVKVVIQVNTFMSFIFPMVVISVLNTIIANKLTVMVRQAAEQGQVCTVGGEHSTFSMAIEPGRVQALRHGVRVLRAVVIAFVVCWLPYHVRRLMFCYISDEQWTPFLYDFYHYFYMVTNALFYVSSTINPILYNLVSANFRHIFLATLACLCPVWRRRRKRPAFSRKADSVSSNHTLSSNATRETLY
TNAP activation fold = stimulation of alkaline phosphatase TNAP activity – biochemical, luminescent, no phosphate acceptor, uHTS, primary screen (AID 1001); purified TNAP, luminescent activation assay, no phosphate acceptor; higher activation fold means a stronger effect; activation fold at 20 µM; hits with a dose series show EC50 in µM; hit rate 0.03% among 200,000; in the data active = activation fold from about 3, or a potency from the dose series; inactive = the rest, 99 in 100 with activation fold below about 1.6; also: many of its hits are not listed in these tables
KOR beta-arrestin-2 = kappa opioid receptor activators – cell-based, luminescence, uHTS, primary screen (AID 1777) | KOR beta-arrestin recruitment, luminescence; higher % means a stronger effect | activation, % at 10 µM; hits with a dose series show EC50 in µM | hit rate 0.02% among 280,000; in the data active = activation above about 50%, passing the limit was not always enough; also: a part of the inactive calls stands beside numbers as strong as those of hits
NTR1 agonist cell count 20 µM = recorded beside NTR1 agonist, whose call it bears; cell count; measured here: cell count, cytotoxicity flag
* = called active by the depositor; i = inactive; · = no result given; & = joins results of further samples; [ ] = remark or other dose. Rule as the data show it, unless noted: active = inhibition above about 50%; inactive = the rest. Some of the compounds tested; the hit share may differ from the screen's.

SMILES | HEK293 NOD2/NF-kB | GPR55 activation | CSM14.1 death rescue | KOR beta-arrestin-1 | Yfh1-off respiration | NOD1 NF-kB reporter | NTR1 agonist | NTR1 agonist cell count 20 µM | TNAP activation fold | KOR beta-arrestin-2
C=CCN1C(=O)NC(=O)/C(=C/c2ccc(OC)c(COc3ccc(NC(C)=O)cc3)c2)C1=O | -0.1% | 0.2% | · | -31.7% | i | -5.4% | 1.9 | 66 | · | 6.0%
COc1ccccc1-n1c(Cc2ccccc2)nc2ccccc2c1=O | 9.0% | -0.1% | 3.4% | 15.0% | i | -23.8% | -0.8 | 31 | 1.1 | -8.8%
CCOc1ccccc1-n1c(O)c(C=NCCCn2ccnc2)c(=O)[nH]c1=O | -5.4% | -0.1% | · | -27.3% | i | 4.3% | 1.2 | 39 | · | 2.6%
Cc1nn(C)c(C)c1/C=C1/CC2C3CC=C4CC(O)CCC4(C)C3CCC2(C)C1=O (stereo not given) | 10.2% | -0.4% | 2.6% | -12.4% | i | -21.6% | 2.6 | 113 | 1.1 | -1.7%
Cn1c(O)c(C=Nc2ccccc2-c2ccccc2)c(=O)n(C)c1=O | 8.7% | -0.1% | · | 18.1% | i | -12.2% | 0.5 | 51 | · | 0.2%
CCOc1ccc(NC2=NCCCS2)cc1 | -4.1% | -0.2% | · | -53.5% | · | -23.9% | 0.3 | 54 | · | -1.2%
CN1CCN(/N=C/c2c(O)n(Cc3ccc(F)cc3)c(=O)[nH]c2=O)CC1 | 21.3% | 0.8% | · | 0.8% | i | -8.8% | -0.4 | 56 | · | -0.1%
OCCN1C2CCC1CC(O)(c1ccc(F)cc1)C2 (stereo not given) | -1.1% | -0.2% | 0.8% | 25.5% | i | 19.3% | -1.8 | 70 | 1.2 | -2.8%
COc1ccc(N2C(=O)NC(=O)/C(=C/c3cccc(OC(=O)c4cccs4)c3)C2=O)cc1Cl | 7.2% | -0.3% | -3.1% | -1.2% | i | 7.9% | 0.0 | 72 | 1.1 | -2.3%
CCCc1nnc(NC(=O)CCC(=O)N2CCN(CCOC(c3ccccc3)c3ccccc3)CC2)s1 | 3.5% | 1.0% | -1.4% | 30.7% | i | -29.7% | 0.6 | 36 | 1 | 0.7%
CN1CCN(c2cc(N3CCNCC3)ccc2[N+](=O)[O-])CC1 | 15.6% | -0.2% | -2.3% | 15.8% | i | 25.6% | 0.8 | 37 | 0.9 | -1.0%
CCOC(=O)c1c(NC(NC(=O)CF)C(Cl)(Cl)Cl)sc2c1CCCC2 (stereo not given) | 1.0% | -0.2% | 0.6% | 22.1% | i | -14.1% | 24.7 | 52 | 1.1 | -1.4%
CCN(CC)c1ccc(/C=C/c2ccc3ccc(OC)cc3[n+]2CC)cc1 | 6.78µM* | · | · | 1.7% | · | 3.64µM* | 6.2 | 93 | · | -6.5%
Cc1cccc(-n2c(C)nc3ccccc3c2=O)c1C | 11.0% | -0.1% | 1.2% | -35.9%[20 µM] | i | -19.4% | -0.4 | 60 | 1.1 | ·
Cc1cc(OCC(=O)OC(C)C)c2c3c(c(=O)oc2c1)CCCC3 | -10.5% | -0.1% | -0.4% | -25.4% | i | -0.2% | 4.8 | 40 | 1 | 6.2%
CCOC(=O)C1=C(C)OC(N)=C(C(=O)OCC)C12C(=O)Nc1ccc(Br)cc12 (stereo not given) | -5.9% | -0.2% | 1.8% | 9.0% | i | -23.5% | -1.5 | 73 | 1 | -2.7%
CC(C)N1CCN(Cc2cccc3c2OCO3)CC1CCO (stereo not given) | 2.6% | 0.2% | 0.5% | -24.0% | i | -19.2% | -0.9 | 92 | 1.1 | -0.1%
O=c1[nH]c(=O)n(-c2cccc(Cl)c2)c(O)c1/C=N/c1ccccn1 | 8.0% | 0.2% | -1.4% | 20.1% | i | 10.2% | 1.3 | 37 | 1.3 | 12.0%
O=C(O)COc1ccccc1/C=C1\C(=O)NC(=O)N(CCC2=CCCCC2)C1=O | 10.4% | -0.1% | · | 0.6% | i | -5.7% | 0.0 | 52 | · | 4.7%
Cc1sc2ncn(CC(=O)N3CCC4(CC3)OCCO4)c(=O)c2c1C | -2.5% | 0.0% | -0.6% | 23.8% | i | -20.0% | 1.0 | 59 | 1 | -2.4%
C[n+]1c2ccccc2nc2ccc(NCCO)cc21 | 41.7% | -0.1% | · | -17.0% | · | -6.4% | 0.2 | 52 | · | 1.5%
O=C(CN1CCCCC1)c1ccccc1Cl | 10.1% | 0.0% | -4.6% | -31.5% | i | -3.2% | 0.6 | 54 | 1 | 0.2%
O=[N+]([O-])c1cccnc1N1CCCNCC1 | -30.4% | -0.1% | · | 23.3% | · | -0.5% | -2.1 | 79 | · | -5.5%
COc1cccc(CCNCc2ccc(SC)cc2)c1 | 5.1% | -0.3% | 9.9% | 14.6% | i | -25.1% | 1.4 | 82 | 1.2 | 2.5%
Cc1csc(=N)n1Cc1ccccc1 | 5.9% | -0.1% | -1.4% | 1.8% | i | -19.9% | -0.6 | 42 | 1.1 | 2.2%
Cc1ccc2c(c1)C1CN(C)CCC1N2C(=O)c1cn(-c2ccccc2)nc1-c1ccccc1 (stereo not given) | 1.9% | 0.3% | 5.0% | · | i | -35.1% | 2.3 | 46 | 1.1 | ·
Cc1ccc(CN2C(=O)CN=C(c3ccccc3)c3ccccc32)cc1 | 18.5% | 0.6% | 0.3% | 28.1% | i | 17.6% | 3.8 | 42 | 1 | 1.6%
CCOc1ccc2oc(C(=O)NN3C(C)CCCC3C)c(C)c2c1 (stereo not given) | -16.8% | 0.6% | · | -37.3% | i | -39.5% | 0.9 | 51 | 1.1 | 3.0%
CCOC(=O)c1c(N)n(Cc2ccco2)c2nc3ccccc3nc12 | -2.3% | -0.2% | 1.8% | 13.5% | i | 0.0% | 2.3 | 92 | 1.1 | -1.9%
CCn1c(=O)cc(SCC(=O)N2CCC3(CC2)OCCO3)c2ccccc21 | -8.1% | -0.1% | 1.1% | 1.4% | i | -43.2% | 1.4 | 78 | 1.1 | -3.2%
O=C(O)CCn1cc(C=C2C(=O)NC(=S)NC2=O)c(-c2ccccc2)n1 | 22.5% | -0.1% | -0.1% | -31.5%[20 µM] | i | 15.3% | 0.5 | 42 | 1 | 3.2%
COc1ccc(C(C)=O)cc1CC(C(=O)c1ccc(Br)cc1)N(C)C (stereo not given) | 2.9% | -0.2% | -2.5% | -1.2% | i | -12.6% | 0.0 | 43 | 1.1 | -3.2%
Cc1ccc2nc(-c3ccncc3)cc(C(=O)N3CCC4(CC3)OCCO4)c2c1 | -20.0% | 0.2% | -3.1% | 18.0% | i | -18.1% | -0.1 | 56 | 1.1 | -1.6%
Fc1ccc(CCNCc2ccccc2Cl)cc1 | -18.5% | -0.1% | -0.8% | -5.7% | i | -20.8% | -0.8 | 53 | 1.2 | -1.9%
COc1ccc(CC(=O)Nc2ccc(C#N)c(Cl)c2)cc1S(=O)(=O)N1CCOCC1 | 22.4% | 0.2% | · | -12.9% | · | -10.5% | 0.1 | 71 | · | 10.3%
NCCCC(=O)OC1N=C(c2ccccc2Cl)c2cc(Br)ccc2NC1=O (stereo not given) | 21.4% | 0.7% | -1.0% | 1.1% | i | -28.0% | -1.0 | 42 | 1 | -1.4%
O=c1[nH]c(=S)[nH]c(O)c1N=Nc1cccc(S(=O)(=O)N2CCOCC2)c1 | 10.7% | 0.3% | · | 10.0% | i | -4.1% | 2.1 | 55 | · | -0.2%
Fc1ccc(C(OCCN2CCCC2)c2ccc(Br)cc2)cc1 (stereo not given) | 3.0% | 0.2% | -3.8% | 12.6% | i | -4.8% | 1.4 | 47 | 1.2 | -5.1%
CCOc1ccc(C2CC(c3c(O)n(C)c(=O)n(C)c3=O)=NN2)cc1 (stereo not given) | -11.3% | 0.0% | · | -17.0% | i | -2.1% | 2.2 | 51 | · | 10.1%
CC(=O)Nc1cc(C(=O)N2CCC3(CC2)OCCO3)ccc1S(=O)(=O)c1ccc(Cl)cc1 | 6.8% | -0.1% | -0.3% | 26.7% | i | -15.0% | 2.0 | 54 | 1.2 | -4.1%
COC(=O)C1C(OC(=O)c2ccccc2)CC2CCC1N2C (stereo not given) | 14.9% | -0.2% | -2.3% | -11.7% | i | -13.4% | 0.2&1.5 | 58&100 | 1 | -1.5%
Cc1ccc(N2C(=O)NC(=O)/C(=C/c3ccoc3)C2=O)cc1 | 2.4% | -0.3% | · | 13.2% | · | -7.9% | · | · | · | 4.5%
Cn1c2ccccc2c2c(C(=O)N3CCC4(CC3)OCCO4)cn(C3CCCCC3)c(=O)c21 | 0.8% | -0.1% | 6.8% | -63.5% | i | -24.5% | 12.5 | 64 | 1.1 | -0.7%
CCC(=NCC1CCCO1)c1c(O)n(-c2ccccc2C)c(=O)[nH]c1=O (stereo not given) | 4.2% | 0.2% | · | -1.4% | i | 8.0% | -1.5 | 37 | · | 1.9%
CN1C(=O)c2ccccc2NC(=O)[C@]12O[C@@H]2c1ccccc1 | 2.1% | -0.2% | -1.1% | -2.8% | i | 0.3% | -3.1 | 86 | 0.6 | -3.8%
O=C(CCl)N1N=C(c2ccco2)CC1c1cccs1 (stereo not given) | 16.7µM* | -0.2% | -1.6% | 6.2% | i | 7.24µM* | · | · | 1 | -3.6%
C(#CCN1CCCCC1)COCc1ccccc1 | -9.5% | 0.1% | -2.7% | -4.7%[20 µM] | i | -43.6% | 1.3 | 64 | 1.1 | 1.7%
Cc1cccc(OP(=O)(Nc2cccnc2)Oc2cccc(C)c2)c1 | 8.6% | -0.3% | 8.2% | -21.2% | i | -14.7% | 4.8 | 47 | 1 | -2.7%
O=C1NC(=O)N(c2ccccc2)C(=O)/C1=C/c1ccoc1 | 15.1% | -0.3% | -0.8% | 14.5% | i | -13.5% | 4.2 | 82 | 1.1 | -2.8%
C/C(=N\N1CCN(C)CC1)c1c(O)[nH]c(=O)[nH]c1=O | -7.3% | -0.8% | -0.4% | -26.8% | i | 1.6% | 0.3 | 50 | 1 | 5.8%
CC12CN3CN(C1)CC(c1ccccc1)(C3)C2=O | 23.3% | 0.2% | 0.4% | 19.7% | i | -6.9% | -1.3 | 39 | 1.1 | 0.3%

A second format for 3 compounds above.
Values run as follows: HEK293 NOD2/NF-kB, GPR55 activation, CSM14.1 death rescue, KOR beta-arrestin-1, Yfh1-off respiration, NOD1 NF-kB reporter, NTR1 agonist, NTR1 agonist cell count 20 µM, TNAP activation fold, KOR beta-arrestin-2
Cc1ccc(N2C(=O)NC(=O)/C(=C/c3ccoc3)C2=O)cc1
    2.4%, -0.3%, ·, 13.2%, ·, -7.9%, ·, ·, ·, 4.5%
Cn1c2ccccc2c2c(C(=O)N3CCC4(CC3)OCCO4)cn(C3CCCCC3)c(=O)c21
    0.8%, -0.1%, 6.8%, -63.5%, i, -24.5%, 12.5, 64, 1.1, -0.7%
O=C(CCl)N1N=C(c2ccco2)CC1c1cccs1 (stereo not given)
    16.7µM*, -0.2%, -1.6%, 6.2%, i, 7.24µM*, ·, ·, 1, -3.6%
